Screens (PubChem BioAssay)
HIV peptide binding – cell-free HIV fusion peptide-binding blockers – biochemical, uHTS, fluorescence dequenching, primary screen (AID 1986) | one-dose inhibition, % at 20 µM; IC50 in µM for titrated hits | 290,000 compounds, 0.3% hits | cell-free peptide binding, fluorescence dequenching, 30 min; higher % means a stronger effect; in the data active means inhibition mostly above about 52%, no sharp cut-off; inactive means mostly below about 76%; further: some results filed as inactive read as strong as hits
Rac1 GTP hydrolysis – MgcRacGAP GTPase-activating activity inhibitors, confirmation, biochemical, ADP Hunter fluorescence | MgcRacGAP-stimulated Rac1 GTP hydrolysis, ADP Hunter fluorescence; higher % means a stronger effect; GST-tagged Rac1 F28L mutant substrate | AID 624330 | 340,000 compounds, 0.6% hits | inhibition, % at 30 µM; hits with a dose series show IC50 in µM;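 active means first-screen hits whose inhibition reached a set limit at any dose in the follow-up dose series; inconclusive means inhibition above the set first-screen limit but never retested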;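 further: fluorescence reports GDP produced by GAP-driven GTP hydrolysis; strong numbers were not always called active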
LYP inhibition – inhibitors of LYP phosphatase, biochemical, fluorescence intensity, uHTS (AID 1779) | recombinant LYP phosphatase, fluorescence intensity; higher % means a stronger effect | one-dose inhibition, % at 11.5 µM; IC50 in µM for titrated hits | 290,000 compounds, 0.054% hits; in the data active means inhibition above about 50%;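 further: plate controls were vehicle with enzyme for no effect and no enzyme for full effect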
GPR35 antagonists – GPR35 antagonists blocking zaprinast-driven arrestin recruitment, primary screen, imaging, U2OS, beta-arrestin-GFP, zaprinast agonist (AID 2058). 290,000 compounds, 0.052% hits. inhibition, % at 10 µM; hits with a dose series show IC50 in µM. U2OS GPR35 beta-arrestin-GFP translocation imaging, zaprinast antagonism; higher % means a stronger effect;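 active means inhibition of at least 50% with at least 30 cells and total cytoplasm GFP at most 10,000,000; inconclusive means under 30 cells or total GFP of 10,000,000 plus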
NTR1 ag – NTR1-driven beta-arrestin-GFP spot formation – imaging, U2OS cells, high content, primary screen (AID 493036); 330,000 compounds, 0.17% hits; activation, % at 20 µM; P30989; agonist mode;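 active means activation at or above 40% of the spot to cytoplasm intensity ratio, with at least 20 cells analyzed; inconclusive means wells under 20 cells, flagged as cytotoxic or low count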;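 further: 0% = DMSO without peptide and 100% = 100 nM NTR1 peptide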
Target sequence (P30989 whole entry, looked up): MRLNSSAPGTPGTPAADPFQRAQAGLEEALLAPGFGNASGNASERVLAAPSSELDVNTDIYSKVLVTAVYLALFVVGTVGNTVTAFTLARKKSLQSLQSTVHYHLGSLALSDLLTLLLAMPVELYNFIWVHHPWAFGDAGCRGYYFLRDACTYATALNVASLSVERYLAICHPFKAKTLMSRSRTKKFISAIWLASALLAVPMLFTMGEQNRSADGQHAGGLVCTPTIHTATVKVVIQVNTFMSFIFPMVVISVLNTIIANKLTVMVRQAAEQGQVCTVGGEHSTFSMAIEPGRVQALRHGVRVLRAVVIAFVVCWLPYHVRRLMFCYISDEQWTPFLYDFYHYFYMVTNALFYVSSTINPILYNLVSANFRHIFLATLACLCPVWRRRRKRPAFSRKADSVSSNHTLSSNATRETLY
Myeloid diff 2 – compounds promoting myeloid differentiation; 360,000 compounds, 1% hits; calls only at 10 µM; AID 624256; ER-HoxA9 myeloid progenitors, lysozyme-GFP differentiation, flow cytometry;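 active means normalized GFP-positive differentiation at or above the plate's own cutoff, the solvent-only control mean plus 3 SD; inconclusive means no clear call, values can overlap the other calls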;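 further: cells exposed to compound for four days before flow analysis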
GPR55 LPI antagonism – GPR55 antagonists blocking LPI-driven arrestin recruitment, primary screen, imaging, U2OS, beta-arrestin-GFP, LPI agonist (AID 2013); U2OS GPR55 beta-arrestin-GFP translocation imaging, LPI antagonism; higher % means a stronger effect; inhibition, % at 10 µM, or IC50 in µM where a hit was titrated; 290,000 compounds, 0.13% hits;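 active means spots per cell inhibited over 60%, with over 100 cells counted and total cytoplasm intensity under 500,000; inconclusive means wells with under 100 cells, flagged as likely toxic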;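 further: U2OS cells stably carrying GPR55 and arrestin-GFP stimulated by 5 µM LPI near EC80; imaged beta-arrestin-GFP aggregate spots per cell after agonist stimulation; plate controls were LPI-stimulated DMSO wells for no effect and DMSO wells without LPI for full effect; some results filed as inactive read as strong as hits; confirmed hits need IC50 under 10 µM and bright autofluorescent wells are also inconclusive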
Salmonella PhoP GFP – PhoP-dependent GFP reporter repression – Salmonella Typhimurium, primary screen (AID 1863); 300,000 compounds, 0.16% hits; S. Typhimurium PhoP-regulated promoter GFP reporter, 4 h; higher % means a stronger effect; inhibition, % at 50 µM, or IC50 in µM where a hit was titrated;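 active means inhibition over 29.93%, a cutoff 3 SD above the screen mean, later confirmed by dose response; inconclusive means inhibition over 29.93% but no dose response follow-up; inactive means inhibition at most 29.93% or unconfirmed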;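 further: 0% = low Mg2+ inducing control and 100% = high Mg2+ repressing control; strong numbers were not always called active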
Siah-1 displacement – blockers of Siah-1 interaction with plectin peptide – biochemical, fluorescence polarization, rhodamine-plectin, uHTS, primary screen (AID 1817); 290,000 compounds, 0.02% hits; one-dose displacement, % at 20 µM; IC50 in µM for titrated hits; Siah-1 / rhodamine-plectin peptide fluorescence polarization; higher % means a stronger effect;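 active means displacement of at least 50% at 20 µM, with a fluorescence ratio check between 0.3 and a set limit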;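 further: plate controls were Siah plus tracer with DMSO for no effect and tracer alone without Siah for full effect; strong numbers were not always called active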
NTR1 ag cell count 20 µM – second read-out of NTR1 ag, no call of its own (marks repeat the call); cell count; measured here: cell count, cytotoxicity flag
Myeloid diff 2 GFP+ MAC1+ % – also measured in Myeloid diff 2; calls as there; GFP+ MAC1+ double positive, %; measured here: differentiation confirmed by MAC1 staining
An asterisk follows results filed as active; i = inactive; ? = inconclusive; / = not tested or not shown; + = active, no number; & = joins results of further samples.

#	SMILES	HIV peptide binding	Rac1 GTP hydrolysis	LYP inhibition	GPR35 antagonists	NTR1 ag	NTR1 ag cell count 20 µM
1	C/C(N)=C(/C#N)C(=O)COC(=O)c1cc(C)n(-c2ccc(F)cc2)c1C	-3.4%	-3%&-1%	1%	12%	-0.3	34
2	CCN1CCN(C(c2cccs2)C(C)NS(=O)(=O)c2ccc(C)cc2)CC1 (configuration not stated)	-1.2%	5%	-5%	5%	-1.5	87
3	CCN(CC)CCOCCOc1ccccc1F	-0.5%	1%	2%	1%	-1.1	47
4	O=C(c1cccs1)N(c1ccc(Br)cc1)C1C=CS(=O)(=O)C1 (configuration not stated)	-1.6%	-3%	-7%	-1%	-0.7	103
5	CC1CN(CC(=O)Nc2ccc([N+](=O)[O-])cc2Br)CC(C)O1 (configuration not stated)	-0.8%	0%	0%	-5%	2.2	70
6	COC(=O)c1ccc(/C=C2\Oc3ccccc3NC2=O)cc1	-1.1%	10%	-6%	19%	2.1	101
7	Cc1c(N(CC(=O)O)S(=O)(=O)c2ccccc2)c(=O)n(-c2ccccc2)n1C	-0.4%	11%	-4%	8%	2.8	42
8	COc1ccc([N+](=O)[O-])cc1NC(=O)CCN1CCN(c2ccccc2)CC1	-0.8%	10%	-2%	-12%	-0.6	65
9	CCOC(=O)N1CCN(C2CC(=O)N(c3ccc(C)cc3)C2=O)CC1 (configuration not stated)	-0.5%	-1%	-10%	-4%	0.2	44
10	C=CCNC(=O)c1onc(CSc2ccccc2C)c1C(=O)O	4.1%	-3%	-4%	20%	-1.6	91

#	Myeloid diff 2	Myeloid diff 2 GFP+ MAC1+ %	GPR55 LPI antagonism	Salmonella PhoP GFP	Siah-1 displacement
1	+	32*	-2%	1%	-3%
2	i	0.4	1%	2%	-2%
3	i	0.3	-9%	-8%	0%
4	i	0.2	9%	7%	4%
5	/	/	-5%	0%	-1%
6	i	0.5	13%	-1%	1%
7	i	0.8	-9%	-4%	5%
8	i	0.4	11%	-6%	-5%
9	i	0.0	-2%	6%	0%
10	i	4.2	-9%	-14%	1%

More results follow:
#	SMILES	HIV peptide binding	Rac1 GTP hydrolysis	LYP inhibition	GPR35 antagonists	NTR1 ag	NTR1 ag cell count 20 µM
11	COc1cc(C2=NOC(C(=O)N3CCN(c4ccc(F)cc4)CC3)C2)cc(OC)c1OC (configuration not stated)	2.4%	3%	-10%	3%	0.8	60
12	CC(C)Cc1ccc(C(C)C(=N)N)cc1 (configuration not stated)	-1.2%	10%	-2%	0%	-1.1	60
13	CC(C)c1nc2sc3c(=O)n(N)cnc3c2c2c1COC(C)(C)C2	-0.9%	10%	-3%	18%	5.9	51
14	CCOC(=O)c1c(N)sc(C(=O)N(C)C)c1CN1CCOCC1	-0.8%	12%	-3%	2%	2.9	47
15	C/C(=N\N=C1\NC(=O)C(CC(=O)NCc2ccccc2)S1)C(C)C (configuration not stated)	0.9%	2%	-8%	15%	-1.4	83
16	NC(=O)CSc1nnc(-c2cccc(S(=O)(=O)N3CCOCC3)c2)n1C1CCCCCC1	-1.2%	3%	-11%	9%	-0.6	46
17	COc1ccc(Cc2nc3ccc(C(=O)NCc4ncc(C)[nH]4)cc3o2)cc1OC	0.0%	6%	-9%	-18%	0.3	60
18	O=C(CSc1nc2ccccc2o1)N1CCN(c2ccc(Cl)cc2)CC1	-0.4%	4%	-1%	-10%	-0.3	75
19	CCc1ccc(N2C(=O)CC(Cn3nc(C)cc3C)C2=O)cc1 (configuration not stated)	-0.9%	2%	-8%	-12%	3.6	51
20	CC1CCC2(CC1)NC(=O)N(CC(=O)c1ccc[nH]1)C2=O (configuration not stated)	1.6%	14%	-5%	-5%	-0.3	56

#	Myeloid diff 2	Myeloid diff 2 GFP+ MAC1+ %	GPR55 LPI antagonism	Salmonella PhoP GFP	Siah-1 displacement
11	i	2.6	10%	-4%	-6%
12	i	0.7	1%	0%	-1%
13	i	0.4	-1%	-11%	0%
14	i	1.0	-8%	-4%	-2%
15	i	0.5	15%	-4%	6%
16	i	0.8	7%	6%	2%
17	i	0.6	-7%	4%	-6%
18	i	0.6	0%	-6%	-1%
19	i	0.8	2%	-6%	0%
20	i	1.8	3%	9%	2%

7 consecutive entries already listed, quoted:
#	SMILES	HIV peptide binding	Rac1 GTP hydrolysis	LYP inhibition	GPR35 antagonists	NTR1 ag	NTR1 ag cell count 20 µM
11	COc1cc(C2=NOC(C(=O)N3CCN(c4ccc(F)cc4)CC3)C2)cc(OC)c1OC (configuration not stated)	2.4%	3%	-10%	3%	0.8	60
12	CC(C)Cc1ccc(C(C)C(=N)N)cc1 (configuration not stated)	-1.2%	10%	-2%	0%	-1.1	60
13	CC(C)c1nc2sc3c(=O)n(N)cnc3c2c2c1COC(C)(C)C2	-0.9%	10%	-3%	18%	5.9	51
14	CCOC(=O)c1c(N)sc(C(=O)N(C)C)c1CN1CCOCC1	-0.8%	12%	-3%	2%	2.9	47
15	C/C(=N\N=C1\NC(=O)C(CC(=O)NCc2ccccc2)S1)C(C)C (configuration not stated)	0.9%	2%	-8%	15%	-1.4	83
16	NC(=O)CSc1nnc(-c2cccc(S(=O)(=O)N3CCOCC3)c2)n1C1CCCCCC1	-1.2%	3%	-11%	9%	-0.6	46
17	COc1ccc(Cc2nc3ccc(C(=O)NCc4ncc(C)[nH]4)cc3o2)cc1OC	0.0%	6%	-9%	-18%	0.3	60

#	Myeloid diff 2	Myeloid diff 2 GFP+ MAC1+ %	GPR55 LPI antagonism	Salmonella PhoP GFP	Siah-1 displacement
11	i	2.6	10%	-4%	-6%
12	i	0.7	1%	0%	-1%
13	i	0.4	-1%	-11%	0%
14	i	1.0	-8%	-4%	-2%
15	i	0.5	15%	-4%	6%
16	i	0.8	7%	6%	2%
17	i	0.6	-7%	4%	-6%

The list goes on.
#	SMILES	HIV peptide binding	Rac1 GTP hydrolysis	LYP inhibition	GPR35 antagonists	NTR1 ag	NTR1 ag cell count 20 µM
21	Cc1ccc(SCCN2CCC(NC(=O)OCc3ccccc3)CCC2=O)cc1 (configuration not stated)	0.7%	11%	-9%	8%	6.4	86
22	Cc1nc(-c2cccc(Br)c2)ccc1C(=O)O	-1.2%	-2%	3%	4%	0.8	65
23	COc1ccc(C(=O)N/N=C2\SCC(=O)N2Cc2ccc3c(c2)OCO3)c(OC)c1	-0.1%	8%	0%	6%	1.2	74
24	CN(C(=O)COc1ccc(S(=O)(=O)N2CCOCC2)cc1[N+](=O)[O-])C1CCS(=O)(=O)C1 (configuration not stated)	-0.7%	1%	-4%	6%	-0.5	59
25	CN(CC(=O)Nc1cccc(F)c1)C(=O)c1ccc(C2SCCS2)cc1	/	1%	/	/	2.8	66
26	O=C(CSc1ccccc1)NC1CCCCCC1	-0.1%	6%	-13%	0%	-0.2	62
27	Cc1ccc(S(=O)(=O)N2CCOCC2)cc1C(=O)OCC(=O)Nc1ccc2[nH]c(=O)[nH]c2c1	/	1%	/	/	-0.7	90
28	Cc1c(-c2nc(-c3ccc(C(C)(C)C)cc3)no2)n(C)oc1=O	1.3%	10%	4%	8%	2.8	58
29	O=C(CN1CCOCC1)NCc1cc([N+](=O)[O-])ccc1O	-1.3%	-12%	-1%	7%	0.7	57
30	CC1CCCN(S(=O)(=O)c2ccc(NC(=O)CNC3CCCC3)cc2)C1 (configuration not stated)	0.2%	1%	-6%	-6%	-1.1	49

#	Myeloid diff 2	Myeloid diff 2 GFP+ MAC1+ %	GPR55 LPI antagonism	Salmonella PhoP GFP	Siah-1 displacement
21	i	3.0	-2%	2%	0%
22	i	0.1	-30%	-2%	-1%
23	i	0.5	9%	2%	30%
24	i	0.3	-6%	-11%	4%
25	i	1.2	/	-3%	/
26	i	1.1	2%	-1%	4%
27	i	1.0	/	4%	/
28	i	0.4	2%	-10%	0%
29	i	1.7	-6%	10%	3%
30	/	/	-4%	4%	-2%

Other compounds follow:
#	SMILES	HIV peptide binding	Rac1 GTP hydrolysis	LYP inhibition	GPR35 antagonists	NTR1 ag	NTR1 ag cell count 20 µM
31	COc1ccc(/C=N/NC(=O)c2ccn[nH]2)cc1COc1ccc(Cl)cc1Cl	2.4%	-3%	-5%	10%	1.2	59
32	COC(=O)c1ccc(OCCCCN2CC(C)OC(C)C2)cc1 (configuration not stated)	0.3%	16%	-11%	-7%	-0.6	62
33	OCCNc1nc(N2CCN(c3ccccc3)CC2)nc2ccccc12	-1.1%	0%	-10%	-8%	4.7	68
34	CNC(=O)Nc1cc(C(C)(C)C)no1	-4.1%	4%	-10%	20%	-0.7	78
35	Cc1ccc(Nc2nc(Oc3ccc(OCc4ccccc4)nn3)nc(N3CCOCC3)n2)cc1	-3.3%	0%	7%	-14%	3.1	67
36	CCOC(=O)N1CCN(S(=O)(=O)c2ccc(F)c(C(=O)Nc3ccc(C)c(Cl)c3)c2)CC1	0.4%	4%	5%	-2%	5.9	59
37	CCOC(=O)c1nc(Nc2ccc(OC)cc2)c2ccccc2n1	-1.4%	3%	-3%	-1%	0.7	45
38	Cc1cc(C)c(NC(=O)CS(=O)CC(=O)Nc2ccc(F)cc2F)c(C)c1 (configuration not stated)	-2.3%	12%	1%	7%	1.7	59
39	COc1ccc(NC(=S)N2CCC(NC(=O)C3CCCCC3)CC2)cc1	2.0%	9%	-7%	4%	0.8	63
40	OCCC1CN(Cc2cc3c(cc2Cl)OCO3)CCN1C1CCCC1 (configuration not stated)	-0.3%	4%	-6%	-8%	1.6	51
41	CC(C)(C)OC(=O)NCCCCCc1nnc(SCc2ccccc2)o1	-1.1%	3%	-5%	-8%	3.3	42
42	COCCN(C(=O)CNC(=O)c1ccco1)C(C(=O)NC1CCCCC1)c1cccs1 (configuration not stated)	-1.2%	2%	-3%	1%	-1.7	66

#	Myeloid diff 2	Myeloid diff 2 GFP+ MAC1+ %	GPR55 LPI antagonism	Salmonella PhoP GFP	Siah-1 displacement
31	i	2.6	30%	-10%	1%
32	?	/	3%	4%	3%
33	i	0.4	1%	-2%	-2%
34	i	0.6	-6%	5%	0%
35	i	0.5	12%	-1%	8%
36	i	0.2	2%	5%	4%
37	i	0.4	8%	9%	-2%
38	i	0.9	-4%	/	-9%
39	i	0.9	70%	-2%	5%
40	i	0.1	-4%	-6%	-9%
41	i	1.2	81%	-5%	-7%
42	i	1.4	2%	4%	-2%
